CHRM5 agonist – CHRM5 agonism in calcium assay; P08912; CHO-K1 hM5 cells, Fluo-8 calcium fluorescence; 0% DMSO wells, 100% maximal acetylcholine response; activation, % at 3 µM; 360,000 compounds, 0.19% hits; AID 624037;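 active means activation above the run's mean over test compounds plus 3 SD, cut at about 23% in these data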;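 further: signal is peak over basal fluorescence ratio across the kinetic read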
Target sequence (P08912 whole entry, looked up): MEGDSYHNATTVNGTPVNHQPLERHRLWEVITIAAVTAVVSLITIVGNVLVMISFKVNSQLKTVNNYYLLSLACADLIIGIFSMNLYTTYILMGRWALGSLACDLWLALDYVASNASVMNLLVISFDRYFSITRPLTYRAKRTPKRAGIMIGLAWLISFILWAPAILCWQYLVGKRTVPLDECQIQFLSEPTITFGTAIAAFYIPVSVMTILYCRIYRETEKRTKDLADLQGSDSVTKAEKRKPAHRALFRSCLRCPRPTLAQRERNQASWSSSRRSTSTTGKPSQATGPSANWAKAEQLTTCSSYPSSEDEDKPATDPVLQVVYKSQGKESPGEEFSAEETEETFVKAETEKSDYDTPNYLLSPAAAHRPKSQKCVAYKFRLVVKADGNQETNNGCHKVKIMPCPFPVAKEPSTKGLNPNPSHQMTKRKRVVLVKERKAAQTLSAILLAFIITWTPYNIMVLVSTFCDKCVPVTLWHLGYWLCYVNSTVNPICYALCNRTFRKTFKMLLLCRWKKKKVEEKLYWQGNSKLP
CRFR2-BP ag – agonists of human CRF-binding protein/CRF-R2 receptor complex. HEK293 CRF-R2/CRF-BP, calcium dye fluorescence (FLIPR); percent of saturating CRF peptide response. AID 588473. 350,000 compounds, 0.46% hits. activation, % at 13.2 µM;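 active means activation of at least 50%, plus an integration ratio under a set limit after plate pattern correction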;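 further: plate controls were neutral control wells without compound for no effect and CRF at EC100 for full effect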
CHRM4 antagonist – CHRM4 antagonism in calcium assay. P08173. CHO-hM4 cells, ACh EC80, Fluo-8 calcium fluorescence. inhibition, % at 3 µM. 360,000 compounds, 0.73% hits. AID 624125;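 active means inhibition above its plate's cutoff, the mean inhibition of sample wells plus 3 SD, cut at about 27% in these data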;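 further: 0% = acetylcholine EC80 with DMSO and 100% = DMSO without agonist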
Target sequence (P08173 whole entry, looked up): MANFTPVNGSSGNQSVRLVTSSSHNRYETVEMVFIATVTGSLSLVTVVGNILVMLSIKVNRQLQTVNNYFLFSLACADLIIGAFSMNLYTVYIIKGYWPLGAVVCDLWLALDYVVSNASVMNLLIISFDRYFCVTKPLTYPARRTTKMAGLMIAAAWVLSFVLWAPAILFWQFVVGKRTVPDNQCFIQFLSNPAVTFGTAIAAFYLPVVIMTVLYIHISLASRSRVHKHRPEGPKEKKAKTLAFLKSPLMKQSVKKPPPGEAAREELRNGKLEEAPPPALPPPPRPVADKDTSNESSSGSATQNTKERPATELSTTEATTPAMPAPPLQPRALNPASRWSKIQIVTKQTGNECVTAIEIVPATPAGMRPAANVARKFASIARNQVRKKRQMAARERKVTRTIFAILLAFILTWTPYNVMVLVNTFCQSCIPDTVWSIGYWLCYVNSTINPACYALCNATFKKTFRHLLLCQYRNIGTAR
CHRM4 PAM – potentiates acetylcholine response at human M4 receptor. 360,000 compounds, 0.4% hits. activation, % at 3 µM. P08173. CHO-K1 hM4/Gqi5, Fluo-8 calcium fluorescence, ACh EC20; 0% = ACh EC20, 100% = maximal ACh;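 active means activation above its plate's cutoff, the mean activation of sample wells plus 3 SD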; further: some results filed as inactive read as strong as hits
CHRM5 antagonist – CHRM5 antagonism in calcium assay | CHO-hM5 cells, Fluo-8 calcium fluorescence, ACh EC80 | P08912 | inhibition, % at 3 µM | 360,000 compounds, 0.59% hits;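 active means inhibition above a per-plate cutoff, the mean of that plate's test compounds plus 3 SD, cut at about 27% in these data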;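 further: 0% = acetylcholine EC80 with DMSO and 100% = DMSO without agonist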
CHRM5 PAM – potentiates acetylcholine response at human M5 receptor; P08912; CHO-K1 hM5, Fluo-8 calcium, ACh EC20 PAM; 0% = ACh EC20, 100% = ACh EC100; activation, % at 3 µM; 360,000 compounds, 0.3% hits;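 active means activation above the run cutoff, the mean activation of all test compounds plus 3 SD, cut at about 18% in these data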
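Replicates: One well per compound, no replicates | System: Human M5 receptor in CHO-K1 cells | Benchmarks: Low control EC20 acetylcholine (0%), high control EC100 acetylcholine (100%) | Probe or stimulus: Acetylcholine, EC20 level | Times: Fluo-8 loading 80 min at 37 °C plus 30 min room temperature | Signal: Intracellular calcium via Fluo-8 fluorescence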
CHRM4 agonist – CHRM4 agonism in calcium assay; P08173; CHO-K1 hM4/Gqi5, Fluo-8 calcium fluorescence; vehicle 0%, full acetylcholine response 100%; activation, % at 3 µM; 360,000 compounds, 0.14% hits;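 active means activation above the run mean over all test wells plus 3 SD, cut at about 32% in these data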;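 further: peak over basal fluorescence ratio per well then scaled between controls; 0% = DMSO wells and 100% = acetylcholine at EC100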
CHRM1 PAM – positive allosteric modulators of human M1 muscarinic receptor; P11229; CHO-K1 hM1, Fluo-8 calcium fluorescence, ACh EC20; 0% = ACh EC20, 100% = maximal ACh; activation, % at 3 µM; 360,000 compounds, 0.088% hits; AID 588819; in the data active means activation above about 19%, passing the limit was not always enough
M1 antag – human CHRM1 antagonism; inhibition, % at 3 µM; P11229; CHO-K1 hM1, Fluo-8 calcium fluorescence, ACh EC80 antagonist; 360,000 compounds, 1.3% hits; AID 588852;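 active means percent inhibition above its own plate's cutoff, namely the mean of that plate's compound wells plus 3 SD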;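 further: peak over basal fluorescence ratio during 140 s after agonist addition; 0% = ACh EC80 plus DMSO and 100% = DMSO alone without agonist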
Starred values were filed as active, the others as inactive; nt = not tested or not shown.

Results follow in this order: CHRM5 agonist	CRFR2-BP ag	CHRM4 antagonist	CHRM4 PAM	CHRM5 antagonist	CHRM5 PAM	CHRM4 agonist	CHRM1 PAM	M1 antag
O=C(/C=C/Nc1ccc(Br)cc1F)c1ccco1
→ 0.2	-1.8	3.5	-6.6	0.7	-5.8	0.8	-9.2	8.0
Oc1c(Br)cc(Br)cc1CNc1ccc(F)cc1
→ -5.7	1.9	7.2	-2.8	-4.6	-2.0	0.7	1.3	-1.4
Cc1ccc(-c2ccccc2NC(=O)CCl)o1
→ -0.7	2.7	3.0	-8.9	-4.7	-2.3	0.7	1.0	-4.9
O=C(CN1CCCCC1)NNc1nc(-c2ccccc2)c2cc(Br)ccc2n1
→ -1.7	-1.1	3.6	-1.6	4.8	-6.7	0.8	2.9	1.7
Cc1nc(=S)c2c([nH]1)-c1ccccc1CC21CCCCC1
→ 0.5	-1.7	8.1	-3.1	5.9	4.6	-0.1	8.3	-13.6
CCOC(=O)c1c(NC(=O)CS(=O)(=O)c2cn(CC)c3ccccc23)sc2c1CCCCC2
→ -0.1	6.8	-25.2	11.0	-4.5	0.0	0.9	4.9	-9.9
CC1(C(=O)NC2CCCC2)CCC(=O)N1CCc1c[nH]c2ccccc12 (stereo unspecified)
→ 2.8	nt	7.0	13.5	9.7	-1.4	2.4	11.0	-9.2
CCc1ccc([C@H]2C(C(=O)O)=C[C@@H](CC)N2S(=O)(=O)c2ccc(C)cc2)cc1
→ -1.4	0.6	0.8	-2.2	0.6	-6.3	-0.2	-1.7	5.1
CCOC(=O)Cn1c(=O)oc2cc(S(=O)(=O)N(CCN(C)C)Cc3ccccc3)ccc21
→ -5.7	-0.8	1.1	9.0	0.2	-1.1	1.8	4.8	-3.9
O=S(=O)(Nc1ccc2ccccc2n1)c1ccccc1
→ -3.0	4.5	-8.3	-3.1	-1.6	-0.1	2.1	5.1	-10.5
CCOc1ccc(Br)cc1S(=O)(=O)Nc1cccc(S(=O)(=O)Nc2ccccc2C(=O)O)c1
→ 0.5	1.1	8.7	-0.6	6.6	1.5	-1.0	5.3	-2.5
CC(C)(C)C(=O)/C(=C/c1ccncc1)n1cncn1
→ 0.5	1.2	7.1	3.6	9.0	-2.1	0.9	8.2	-5.6
COc1cccc(C(=O)OCC(=O)N2CCC(Cc3ccccc3)CC2)c1OC
→ 0.2	-2.8	4.4	8.7	5.2	4.4	3.1	7.7	-3.0
Cn1cc(Cl)c(C(=O)OCC(=O)Nc2nc(-c3ccc(Br)cc3)cs2)n1
→ -12.0	0.6	14.3	-12.9	7.1	-38.8	5.4	-7.1	10.0
Nc1nc(Nc2ccccc2)nc(NCc2ccco2)c1[N+](=O)[O-]
→ -1.4	-0.5	-11.9	12.0	-2.6	-2.2	-3.2	4.8	-2.2
NS(=O)(=O)c1ccc(NNC(=O)c2ccccc2)cc1
→ 0.9	-1.7	8.3	-3.7	-1.2	6.4	0.5	5.1	-12.2
O=C(NC1CCC(O)CC1)c1ccc(-c2ccc([N+](=O)[O-])cc2)o1 (stereo unspecified)
→ 2.8	1.1	-6.3	2.5	2.0	-9.0	1.3	0.8	-0.9
CCn1ncc(C2=NOC(C(=O)Nc3cc(OC)c(Cl)cc3OC)C2)c1C (stereo unspecified)
→ 2.9	1.1	0.3	3.5	-0.6	0.9	0.8	0.9	-11.7
Cc1c(N2C(=O)CS/C2=N\N=C\c2ccccc2O)c(=O)n(-c2ccccc2)n1C
→ -2.3	-0.1	-5.9	7.8	12.9	1.2	0.6	5.8	-3.9
CC(C)(C)c1nnc(NS(C)(=O)=O)s1
→ 0.5	1.4	-3.5	11.8	5.4	0.0	1.3	12.8	7.6
CC(=O)OCCNc1cc(Sc2nc3ccccc3[nH]2)c2nonc2c1[N+](=O)[O-]
→ -3.0	-4.0	40.8*	-5.3	19.7	-6.5	1.9	4.2	15.3
COc1ccc(CNC(=O)COC(=O)CCn2c(C)csc2=O)cc1OC
→ -2.1	-1.1	4.3	-7.2	5.1	-0.1	0.3	3.7	-9.5
Cc1ccc(NC(=O)c2ccc(NCCCN3CCC(C)CC3)c([N+](=O)[O-])c2)c(C)c1
→ -8.5	-0.9	-0.6	-7.1	26.4	-10.9	-0.8	-12.5	19.9
Cc1nnc(NC(=O)c2nc(S(=O)(=O)Cc3ccccc3)ncc2Cl)s1
→ -2.3	13.7	-2.3	2.9	-4.8	-0.6	0.0	8.4	-13.7
O=C(NCc1cccnc1)c1cccc2c1C(=O)N(C1CCCCC1)C2
→ -6.1	-1.1	11.2	-0.5	-3.1	-0.6	1.8	-0.3	8.0
CCC(CC)Nc1ccc(C(CC(N)=O)NC(=O)Cc2cccc3ccccc23)cc1[N+](=O)[O-] (stereo unspecified)
→ 1.5	0.0	-2.7	13.0	11.0	-6.4	1.7	7.3	-10.4
CCOC(=O)c1oc2ccccc2c1NC(=O)COc1cccc(OC)c1
→ -1.8	1.9	-2.7	11.8	2.9	4.2	0.7	1.5	0.2
O=C(COC(=O)c1ccc(S(=O)(=O)N2CCOCC2)cc1)NCc1ccco1
→ 0.2	3.8	-11.0	2.0	-3.1	-2.3	1.0	11.2	-6.9
COc1ccc(NC(C)=O)cc1NC(=O)CN1CCN(CC(=O)Nc2ccccc2Cl)CC1
→ 0.2	0.5	3.8	-4.6	-2.1	-10.3	7.0	-4.1	-23.6
O=C(O)Cn1c(CCS(=O)(=O)c2ccc(Br)cc2)nc2ccccc21
→ -2.9	0.4	4.3	-0.5	1.0	2.2	0.7	12.5	-8.5
CCCCC1(Cc2ccc([N+](=O)[O-])cc2)C(=O)N(c2ccccc2)N(c2ccccc2)C1=O
→ -5.6	-0.1	13.7	-8.6	15.8	-22.7	1.6	-8.9	35.9*
CC(=O)Cc1nsc(NC(=O)c2ccc(Br)o2)n1
→ 1.6	0.2	-7.6	6.0	-0.1	-1.6	0.2	1.4	-14.3
CCOc1ccc(Br)cc1S(=O)(=O)Nc1cccc(S(=O)(=O)N(C)C)c1
→ 1.8	0.3	-1.4	1.6	5.7	-5.3	4.0	1.9	-7.6
COCCn1c(SCC(=O)/C=C2\N(C)c3ccccc3C2(C)C)nnc1-c1ccncc1
→ 3.5	0.9	-12.5	-4.8	-6.5	2.4	10.4	-1.6	0.9
CCOC(=O)[C@H]1[C@H]2COc3cc(OC)ccc3[C@@H]2N2C(=O)CN(CCc3c[nH]c4ccccc34)C(=O)[C@@]12C
→ 4.7	2.4	1.4	0.6	1.2	-0.2	6.1	-1.2	-4.8
CCOc1ccccc1CNn1nnnc1N
→ -0.3	0.0	5.4	6.4	-2.5	1.9	-0.1	4.8	5.8
Cc1ccc(S(=O)(=O)NC2=NCN(C3CCCCC3)CN2)cc1
→ 1.1	-0.3	5.5	0.3	-3.1	1.5	0.8	4.9	1.4
O=C(COc1ccccc1F)Nc1ccc(N2CCOCC2)cc1N1CCOCC1
→ 0.6	0.2	-17.7	-3.2	-1.7	0.4	1.1	3.1	-3.2
COc1ccc(OCCN2CCC(C(=O)NC(c3ccc(F)cc3)c3ccc4ccccc4n3)CC2)cc1 (stereo unspecified)
→ -1.9	nt	-10.9	0.3	4.3	-7.7	2.8	-11.6	11.3
CCN(CC)CCCn1c2c(c(SCC(=O)N3CCc4ccccc43)nc1=O)CCC2
→ -6.3	-0.9	-5.5	-2.8	-4.5	2.3	-0.2	-9.4	16.0

Next section; the last 2 above are carried over.
Results follow in this order: CHRM5 agonist	CRFR2-BP ag	CHRM4 antagonist	CHRM4 PAM	CHRM5 antagonist	CHRM5 PAM	CHRM4 agonist	CHRM1 PAM	M1 antag
COc1ccc(OCCN2CCC(C(=O)NC(c3ccc(F)cc3)c3ccc4ccccc4n3)CC2)cc1 (stereo unspecified)
→ -1.9	nt	-10.9	0.3	4.3	-7.7	2.8	-11.6	11.3
CCN(CC)CCCn1c2c(c(SCC(=O)N3CCc4ccccc43)nc1=O)CCC2
→ -6.3	-0.9	-5.5	-2.8	-4.5	2.3	-0.2	-9.4	16.0
CCOC(=O)N1CCN(S(=O)(=O)c2cccc3ccc(C)nc23)CC1
→ 1.0	-1.5	-1.1	-12.9	13.3	-12.3	9.9	-5.6	9.1
CCN(CC(=O)Nc1c(F)cccc1F)C(=O)CCN1C(=O)C2CC=CCC2C1=O (stereo unspecified)
→ 2.0	0.9	-7.9	10.3	2.4	3.4	0.7	-1.7	2.4
CCOc1ccc(NC(=O)CN(c2ccc(OC)cc2)S(=O)(=O)c2cccs2)cc1
→ -0.7	-1.3	2.0	4.7	4.4	-2.2	0.5	12.0	-7.2
COCc1c(C(=O)N/N=C\c2cccnc2)nnn1-c1nonc1N
→ -2.0	-0.4	-13.1	-1.7	6.3	-2.3	1.2	5.7	-0.4
N#Cc1ccsc1NC(=O)CSc1nnc(-c2ccccc2)o1
→ -0.8	1.6	4.2	1.6	0.1	-1.9	0.6	5.8	-14.6
COc1ccc(S(=O)(=O)N2CCCCCC2)cc1C(=O)N(C)Cc1ccc(C(C)(C)C)cc1
→ -3.0	2.4	-1.3	-10.0	6.8	-6.1	8.9	-6.6	10.4
C#CC[N+]1(CC#Cc2ccccc2)CCOCC1
→ -12.8	-1.1	-7.6	-0.7	0.3	-0.5	0.6	9.1	-21.0
CN1CCN(C(=O)c2cc(C(C)(C)C)cc(C(C)(C)C)c2)CC1
→ -9.2	-1.2	4.6	10.2	8.5	5.4	1.0	-2.0	-2.3
Oc1ccccc1N=N/C(=N/Nc1ccccc1O)c1ccccc1
→ 5.7	-2.2	-14.7	5.7	3.3	3.1	1.4	-0.9	1.6
Cc1ccc(N(CC(=O)NC2CCCC2)C(=O)CCC(=O)Nc2nc(C)cs2)cc1
→ 1.0	16.6	-0.8	-7.7	3.6	3.1	2.9	18.6	-21.3
O=C(CCC(=O)Nc1ccccc1)N/N=C/c1ccncc1
→ 1.0	0.4	12.6	4.7	-3.8	-3.4	2.6	14.9	-8.4
COC(=O)c1c(NC(=O)C2C3CCC(C3)C2C(=O)O)sc2c1CCCCC2 (stereo unspecified)
→ 0.2	-0.3	-5.3	0.5	-1.1	-9.8	1.1	5.8	-5.6

High-throughput results (PubChem BioAssay)
